KAT2A inh: qHTS Assay for Inhibitors of GCN5L2; Histone acetyltransferase KAT2A (Homo sapiens), Q92830; GCN5L2 HAT assay, ThioGlo1 CoA-SH fluorescence; Potency, µM (highest dose often 58.9 µM), for the others: at the top dose activity change, negative = inhibition, hits mostly inhibitors; actives 0.21% (n = 390,000); AID 504327, 2011; active = well fitted inhibition curve with a large enough effect; inconclusive = small, poorly fitted or top-dose-only effect, or another doubt; inactive = no such curve, though single readings can be large or run the other way
Target sequence (Q92830 whole entry, looked up): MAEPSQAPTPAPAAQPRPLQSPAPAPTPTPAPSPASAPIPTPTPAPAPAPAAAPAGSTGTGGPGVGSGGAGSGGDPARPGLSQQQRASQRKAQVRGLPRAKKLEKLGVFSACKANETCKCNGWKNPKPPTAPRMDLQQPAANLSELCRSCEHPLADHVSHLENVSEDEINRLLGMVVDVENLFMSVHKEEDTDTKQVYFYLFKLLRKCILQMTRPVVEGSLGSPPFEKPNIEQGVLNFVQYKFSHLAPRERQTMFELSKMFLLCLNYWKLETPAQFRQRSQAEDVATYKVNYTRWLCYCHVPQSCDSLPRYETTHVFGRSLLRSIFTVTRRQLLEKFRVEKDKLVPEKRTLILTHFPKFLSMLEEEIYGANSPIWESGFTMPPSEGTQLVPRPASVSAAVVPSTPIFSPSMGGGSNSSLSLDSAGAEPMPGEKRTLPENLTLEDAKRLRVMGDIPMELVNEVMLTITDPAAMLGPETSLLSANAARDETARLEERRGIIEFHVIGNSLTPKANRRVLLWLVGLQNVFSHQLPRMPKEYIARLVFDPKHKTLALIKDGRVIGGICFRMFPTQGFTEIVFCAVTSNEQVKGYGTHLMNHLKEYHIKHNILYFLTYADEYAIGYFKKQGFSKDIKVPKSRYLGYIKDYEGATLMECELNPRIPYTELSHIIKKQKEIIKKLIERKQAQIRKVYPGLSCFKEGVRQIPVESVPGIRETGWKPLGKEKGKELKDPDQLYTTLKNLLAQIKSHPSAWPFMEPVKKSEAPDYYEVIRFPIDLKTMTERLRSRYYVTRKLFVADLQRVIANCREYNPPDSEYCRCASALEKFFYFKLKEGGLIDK
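Preincubate 20nM GCN5L2 with compound 15 min, RT → add 50uM ThioGlo1 + 75uM H3(1-25) + 70uM acetyl-CoA → read fluorescence 0 and 20 min. Primary qHTS; fluorescent artifacts likely.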
The depositor's hits bear a star; ? = inconclusive; [ ] = another dose, or the depositor's remark. % is scaled to controls: 0 for no effect and ±100 for the full control effect; potency is read from the fitted curve at half-maximal effect.

SMILES | KAT2A inh
CCOc1ccc(NC(=O)C(=O)NCCc2sc(-c3ccc(C)cc3)nc2C)cc1 | 1%
Cc1nnc2sc(SCc3ccccc3)nn2c1=O | -2%
COc1c2ccoc2nc2c(OC)c(OC[C@H](O)C(C)(C)O)ccc12 | 2%[21.4 µM]
CCOc1ccc(S(=O)(=O)n2ccnc2C)cc1 | 2%
CCCn1nnnc1SCC(=O)NNC(=O)C1CCCCC1 | -1%
c1ccc(N(c2ccccc2)c2nc(N3CCOCC3)nc(N3CCOCC3)n2)cc1 | -7%
Cn1nc(OC(=O)Nc2ccccc2)cc1C(F)(F)F | -4%
CCCCCCN(C(=O)CCCCCN1C(=O)NC(c2ccc(-c3ccccc3)cc2)C(C(=O)OCc2ccccc2)=C1C)C(C(=O)NCCCC)c1ccccc1 (stereo not drawn) | 2%
CC(C)OC(=O)c1cc2c(OC[C@@H](O)CNC(C)(C)C)cccc2[nH]1 | -9%
COc1ccc(C2CC(=O)Nc3c2c(=O)[nH]c2nc4ccccc4n32)cc1 (stereo not drawn) | -4%
CC[C@H](C)[C@H](N)C(=O)N[C@@H](CC(N)=O)C(=O)N1CCC[C@H]1C(=O)N[C@H](C(=O)N[C@@H](Cc1ccc(O)cc1)C(=O)N[C@@H](CCCN=C(N)N)C(=O)N[C@@H](CC(C)C)C(=O)N[C@@H](CCCN=C(N)N)C(=O)N[C@@H](Cc1ccc(O)cc1)C(N)=O)[C@@H](C)CC | -2%
O=C(NC(c1ccccc1)c1cc(Cl)c2cccnc2c1O)c1cccnc1 (stereo not drawn) | 5%
CCn1cnc2c(NCCc3cccnc3)nc(C#N)nc21 | ?
COc1ccc(Nc2ncnc3ccc(OC)cc23)cc1 | 5%
Clc1ccc(C(c2ccccc2)c2c[nH]c3ccccc23)s1 (stereo not drawn) | -1%
OC1OC[C@H](O)[C@@H](O)[C@H]1O (stereo partly drawn) | -15%
CCN(CC)CCN(C(=O)c1ccc(N2C(=O)CCC2=O)cc1)c1nc2cc3c(cc2s1)OCO3 | -12%
C#CCOCCOCCOCCNc1nc(N2CCN(C(=O)CCCCCCCCCCNC(=O)[C@H](CO)n3cc(CCCSC)nn3)CC2)nc(N2CCN(C(=O)CCCCCCCCCCNC(=O)[C@@H]([C@H](C)O)n3cc(C)nn3)CC2)n1 | -7%
O=C(Cn1c2ccc(F)cc2c2nc3n(c(=O)c21)CCS3)Nc1ccccc1F | -1%
N#C/C(=C\c1c[nH]c2ccccc12)C(=O)c1ccc(O)c(O)c1 | -10%
COc1cc(C)c(CNc2ccc(OC)c(OC)c2)cc1C | 1%
O=C1CCCc2cc(S(=O)(=O)N3CCCC(C(=O)NCc4ccc(Cl)cc4)C3)ccc2N1 (stereo not drawn) | -1%
COc1ccc(NC(=O)CCNS(=O)(=O)c2ccc3c(c2)CCCC(=O)N3)cc1 | -4%
COc1ccc(Nc2nc(C)nc(N)c2S(=O)(=O)c2ccccc2)cc1 | 2%
O=S(=O)(NC1CCN(S(=O)(=O)c2ccc3c(c2)OCCO3)C1)c1c(F)cccc1F (stereo not drawn) | -3%

Continuation.
SMILES | KAT2A inh
CCn1ncc(CNC(=O)c2cccc([N+](=O)[O-])c2)c1C | 33%[activator]
Clc1ccc(-c2nn3c(-c4ccncc4)nnc3s2)c(Cl)c1 | 1%
CC(=O)OC1C=C[C@@H](OC(C)=O)C1 (stereo partly drawn) | 46%[activator]
CNC[C@H](Cc1cccc2ccccc12)NC[C@H](CCSC)NCC1CCC(C(C)(C)C)CC1 (stereo partly drawn) | 1%
CCN(CC)CCNc1ncnc2c1[nH]c1ccc(OC)cc12 | -2%
O=C(NCc1ccco1)c1ccc2c(=O)n(-c3ccccc3)c(=O)n(Cc3cccc(F)c3)c2c1 | 2%
COc1ccccc1N1CCN(C(=O)Cn2nc3n(C)c4ccccc4n3c(=O)c2=O)CC1 | 24%
C=CCNc1oc(-c2ccc(Cl)cc2)nc1C#N | 0%
Cn1c(=O)c2c(nc(N3CCOCC3)n2CC(=O)c2ccccc2)n(C)c1=O | -5%
CO[C@H]1OC2O[C@@]3(C)CC[C@H]4[C@H](C)CC[C@@H]([C@H]1C)[C@@]24OO3 (stereo partly drawn) | 10%
O=C1OCC2OC(O)C(O)C(O)C2OC(=O)c2cc(O)c(O)c(O)c2-c2c(O)c(O)c3oc(=O)c4c(c(O)c(O)c5oc(=O)c2c3c54)-c2c1cc(O)c(O)c2O (stereo not drawn) | -1%
CC(C)(C)c1ccc(N2C[C@@H](COc3ccc(C(=O)O)cc3)CC2=O)cc1 | 0%
C/C(=C/CCC(C)C1CCC2(C)C3CCC4C(C)(C)C(=O)CCC4(C)C3=CCC12C)C(=O)O (stereo not drawn) | -9%
O=C(Cn1nc(C(=O)O)c2ccccc2c1=O)Nc1ccc2c(c1)C(=O)c1ccccc1C2=O | ?
Cc1ccc(S(=O)(=O)N2CCN(c3nc(C)nc4sc5c(c34)CCC(C)C5)CC2)cc1 (stereo not drawn) | -3%
CC1CCN(c2nc3ccccc3nc2C(C#N)C(=O)NC2CCCCC2)CC1 (stereo not drawn) | 1%
COc1cc2c(cc1OC)C1O[C@](c3ccsc3)(C2)OC2=C1C(=O)CC(C)(C)C2 | -12%[12.7 µM]
Cc1cccc2cc(CN(Cc3ccco3)C(=O)N3CCCC3)c(=O)[nH]c12 | -1%
COc1ccc(N(C)C(=S)Oc2ccc(C(=O)Nc3ccccc3)cc2)cc1 | 1%
CC(=O)c1ccccc1NC(=O)CSc1nnc2ccccn12 | -17%
Cc1cc(/C([O-])=C(/C(=S)Nc2ccc(F)cc2)[n+]2ccccc2)c(C)n1-c1ccc(F)cc1 | -2%
COc1cccc(-c2ccc3ncnc(NCc4cccc(F)c4)c3c2)c1 | -7%
COc1cccc(NC(=O)C(=O)NCCc2sc(-c3cccc(C)c3)nc2C)c1 | 0%
COc1ccc([C@]23Cc4cc(C#N)ccc4C(O2)c2c(c4ccc(OC)cc4oc2=O)O3)cc1 | -10%[12.7 µM]
COCCNC(=O)c1cc(Sc2nnc(C)s2)nc2ccccc12 | -19%

Shown with tabs: part of the list above.
SMILES	KAT2A inh
Cn1c(=O)c2c(nc(N3CCOCC3)n2CC(=O)c2ccccc2)n(C)c1=O	-5%
CO[C@H]1OC2O[C@@]3(C)CC[C@H]4[C@H](C)CC[C@@H]([C@H]1C)[C@@]24OO3 (stereo partly drawn)	10%

Part of the list above in order of SMILES length, rising:
SMILES | KAT2A inh
CC(=O)OC1C=C[C@@H](OC(C)=O)C1 (stereo partly drawn) | 46%[activator]
C=CCNc1oc(-c2ccc(Cl)cc2)nc1C#N | 0%
CC(=O)c1ccccc1NC(=O)CSc1nnc2ccccn12 | -17%
CCN(CC)CCNc1ncnc2c1[nH]c1ccc(OC)cc12 | -2%
COCCNC(=O)c1cc(Sc2nnc(C)s2)nc2ccccc12 | -19%
Clc1ccc(-c2nn3c(-c4ccncc4)nnc3s2)c(Cl)c1 | 1%
CCn1ncc(CNC(=O)c2cccc([N+](=O)[O-])c2)c1C | 33%[activator]
CC1CCN(c2nc3ccccc3nc2C(C#N)C(=O)NC2CCCCC2)CC1 (stereo not drawn) | 1%
COc1ccc(N(C)C(=S)Oc2ccc(C(=O)Nc3ccccc3)cc2)cc1 | 1%
COc1cccc(NC(=O)C(=O)NCCc2sc(-c3cccc(C)c3)nc2C)c1 | 0%
Cn1c(=O)c2c(nc(N3CCOCC3)n2CC(=O)c2ccccc2)n(C)c1=O | -5%
CC(C)(C)c1ccc(N2C[C@@H](COc3ccc(C(=O)O)cc3)CC2=O)cc1 | 0%
COc1ccccc1N1CCN(C(=O)Cn2nc3n(C)c4ccccc4n3c(=O)c2=O)CC1 | 24%
COc1cc2c(cc1OC)C1O[C@](c3ccsc3)(C2)OC2=C1C(=O)CC(C)(C)C2 | -12%[12.7 µM]
Cc1ccc(S(=O)(=O)N2CCN(c3nc(C)nc4sc5c(c34)CCC(C)C5)CC2)cc1 (stereo not drawn) | -3%
CNC[C@H](Cc1cccc2ccccc12)NC[C@H](CCSC)NCC1CCC(C(C)(C)C)CC1 (stereo partly drawn) | 1%
O=C(Cn1nc(C(=O)O)c2ccccc2c1=O)Nc1ccc2c(c1)C(=O)c1ccccc1C2=O | ?
O=C(NCc1ccco1)c1ccc2c(=O)n(-c3ccccc3)c(=O)n(Cc3cccc(F)c3)c2c1 | 2%
C/C(=C/CCC(C)C1CCC2(C)C3CCC4C(C)(C)C(=O)CCC4(C)C3=CCC12C)C(=O)O (stereo not drawn) | -9%
CO[C@H]1OC2O[C@@]3(C)CC[C@H]4[C@H](C)CC[C@@H]([C@H]1C)[C@@]24OO3 (stereo partly drawn) | 10%
Cc1cc(/C([O-])=C(/C(=S)Nc2ccc(F)cc2)[n+]2ccccc2)c(C)n1-c1ccc(F)cc1 | -2%
O=C1OCC2OC(O)C(O)C(O)C2OC(=O)c2cc(O)c(O)c(O)c2-c2c(O)c(O)c3oc(=O)c4c(c(O)c(O)c5oc(=O)c2c3c54)-c2c1cc(O)c(O)c2O (stereo not drawn) | -1%

Next records.
SMILES | KAT2A inh
CNC(=O)c1cc2c(ccc3ccccc32)oc1=N | -14%
C#CCOCCOCCOCCNc1nc(N2CCN(C(=O)[C@H](CCC(=O)O)n3cc(C(N)Cc4ccc(O)cc4)nn3)CC2)nc(N2CCN(C(=O)[C@H](CCCCN)n3cc(C(N)[C@H](C)CC)nn3)CC2)n1 (stereo partly drawn) | -12%
Cc1cc(C)n2nc(SCC(=O)Nc3cc(Cl)ccc3C)nc2n1 | 1%
O=C(/C=C/c1ccc(I)cc1)c1ccc(B(O)O)cc1 | -8%
CN(C)CCNCCCOc1ccccc1-c1ccccc1 | -5%
O=C(/C=C/c1ccco1)c1ccc(O)cc1 | -2%
C#CCOCCOCCOCCNc1nc(N2CCN(C(=O)[C@H](C)n3cc(CCCN=C(N)N)nn3)CC2)nc(N2CCN(C(=O)[C@H](Cc3ccc(O)cc3)n3cc(CCO)nn3)CC2)n1 | 0%
CCCCC(=O)Nc1cccc(C(C)O)c1 (stereo not drawn) | -8%
Cc1cccc(-c2nc(C)c(CCNC(=O)C(=O)Nc3ccccc3C#N)s2)c1 | -1%
O=C(O)c1cc(-c2c[nH]c3ccccc23)nc2cc3ccccc3cc12 | -11%
Nc1c(S(=O)(=O)c2cccs2)c2nc3ccccc3nc2n1CCc1ccccc1 | -25%
Cc1ccccc1NC(=O)c1nc2nccc(C)n2n1 | -9%
CC1(C)SC2[C@H](NC(=O)C(NC(=O)N3CCNC3=O)c3ccccc3)C(=O)N2C1C(=O)O (stereo partly drawn) | 1%
Cc1ccc(C(=O)C(NC(=O)c2ccco2)Nc2sc3c(c2C(N)=O)CCCC3)cc1 (stereo not drawn) | -4%
COc1ccc(C2CC(=O)C(C(c3ccc(O)cc3)C3C(=O)CC(c4ccc(OC)cc4)CC3=O)C(=O)C2)cc1 (stereo not drawn) | -6%
C/C=C(/CC[C@@H](C)[C@H]1CCC2C3=CC[C@H]4[C@H](C)[C@@H](O)CC[C@]4(C)C3CC[C@@]21C)C(C)C (stereo partly drawn) | ?
CC[C@H](C)N | -17%
CCCNC(=O)CN1C(=O)COc2ccc(S(=O)(=O)N3CCC(C)CC3)cc21 | -1%
C=CC[C@@H]1C=C[C@H](O/N=C/[C@@H](NS(=O)(=O)c2ccc(C)cc2)[C@H](C)/C=C/CC(=O)OC)[C@@H](CO)O1 | 2%
Cn1c(=O)c2c(SCC(=O)NCC3CCCO3)nc(-c3cccs3)nc2n(C)c1=O (stereo not drawn) | -2%
CCC[C@@H]1CC(C(=O)NC(C2O[C@H](SC)C(OP(=O)(O)O)[C@H](O)[C@H]2O)[C@H](C)Cl)N(C)C1 (stereo partly drawn) | 43%[activator]
Clc1ccc2nc(NC3=NCN(CCN4CCOCC4)CN3)nc(-c3ccccc3)c2c1 | -5%
O=c1[nH]c(=O)n([C@H]2C[C@@H](O)[C@@H](CO)O2)cc1C=CBr | -2%
O=c1c2cc(Br)cc(Br)c2oc2nc3n(c(=O)c12)CCCS3 | -2%
COc1ccc2c(c1)C(=O)[C@@H](OC(=O)NCc1ccc3c(c1)OCO3)[C@H](c1ccc(OC)c(Br)c1)O2 | -12%

(listing goes on)
SMILES | KAT2A inh
NCCCCCc1nnc(SCc2ccc(F)cc2)o1 | -1%
C/C(CCN1CCCCc2nc(C)c(C)cc21)=N\O[C@@H](C)CN1CCCCc2nc(C)c(C)cc21 | -3%
NC(N)=NCCC[C@H](NC(=O)c1ccccc1)C(=O)Nc1ccc([N+](=O)[O-])cc1 | 3%
O=C(NCc1ccco1)c1cccn2c(=O)c3cc4ccccc4cc3nc12 | -6%
Cc1ccc2nc(-c3ccccc3)nc(SC(C)C(=O)NCc3cccs3)c2c1 (stereo not drawn) | -2%
Cc1cc(C)nc(S/C=C/C(=O)c2ccc(F)cc2)n1 | -2%
Cc1nn(-c2ccccn2)c2c1C(c1c(F)cccc1Cl)C1=C(N2)c2ccccc2C1=O (stereo not drawn) | -5%
C[C@H]1[C@@H](OC(=O)CCC(=O)O)OC2OC3(C)CC[C@H]4[C@H](C)CC[C@@H]1[C@@]24OO3 (stereo partly drawn) | 4%
O=C(CNS(=O)(=O)c1ccc(Br)cc1)OCc1cc(=O)n2cc(Br)ccc2n1 | -13%
CCC(=O)Nc1nc2n(n1)C(c1ccc(OC)cc1)C=C(c1ccccc1)N2 (stereo not drawn) | -26%
O=C(OCc1nc2ccccc2s1)[C@@H]1CCCN1S(=O)(=O)c1ccccc1F | 0%
CN1C(=O)COc2ccc(C(=O)c3oc4ccccc4c3-c3cnc4c(c3)COc3ccccc3-4)cc21 | -3%
Cc1nc2n(c(=O)c1CCN1CCC(c3noc4cc(F)ccc34)CC1)CCCC2O (stereo not drawn) | ?
C/C(CCN1CCCCc2nc(C)c(C)cc21)=N\OC[C@@H](O)[C@H]1O[C@@H]2OC(C)(C)O[C@@H]2[C@H]1O | -4%
CCCCN1CCC[C@H]1CNC(=O)c1cc(C#N)c2ccccc2c1OC | -17%
N#C[C@H]1[C@H](c2ccccc2)[C@](C#N)(C(=O)c2ccccc2)[C@@H]2C=Cc3ccccc3N21 | -2%

Not all compounds are listed. The share of hits here may be higher or lower than overall.
